Screening results from PubChem.
GPR151 activators = GPR151 activators, triplicate retest, confirmation, cell-based, PathHunter beta-arrestin, luminescence, set 2 (AID 1508608). 2,300 compounds, 0.9% hits. GPR151 PathHunter beta-arrestin cells, luminescence, 90 min; stronger effect = higher value; 100% = signal from added EA reagent. activation, % at 11.2 µM;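 active means mean activation across replicates above 26.72%, the hit cutoff set for this confirmation screen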;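 further: 0% = plate median of compound wells and 100% = EA reagent high control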
GPR119 activation = off-target GPR119 activation – cell-based, PathHunter beta-arrestin, luminescence, set 2, counter-screen for GPR151 activator project, confirmation (AID 1508607) | 2,300 compounds, 0.9% hits | GPR119 PathHunter beta-arrestin cells, luminescence, 90 min; stronger effect = higher value | activation, % at 11.2 µM;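 active means mean percent activation across replicates above the counterscreen hit cutoff of 9.17%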;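 further: 0% = median of sample wells and 100% = wells given EA reagent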
* marks the source's active call; other numbers are inactive results.

The first 6 records, to show the layout:
SMILES	GPR151 activators	GPR119 activation
Cc1cc(C)n(-c2nc3ccccc3nc2N2CCN(C)CC2)n1	0.2	-2.5
CCOC(=O)N1CCN(C(=S)Nc2ccc(C)cc2)CC1	-1.0	2.1
Cc1cc(SCC(=O)Nc2nccs2)nc(=O)[nH]1	-3.9	-2.5
CCOC(=O)C1=CN(c2ccc(OCC)cc2)C=C(C(=O)OCC)C1c1ccc2c(c1)OCO2	-0.3	0.8
Cc1cc(Nc2ccc3c(c2)OCO3)nc(Nc2ccc(N3CCOCC3)cc2)n1	12.3	1.6
CCOc1cc(CNCc2c(C(=O)O)[nH]c3cc(OC)ccc23)cc(OCC)c1OCC	-0.8	-0.9

The whole of this part, from the first entry:
SMILES	GPR151 activators	GPR119 activation
Cc1cc(C)n(-c2nc3ccccc3nc2N2CCN(C)CC2)n1	0.2	-2.5
CCOC(=O)N1CCN(C(=S)Nc2ccc(C)cc2)CC1	-1.0	2.1
Cc1cc(SCC(=O)Nc2nccs2)nc(=O)[nH]1	-3.9	-2.5
CCOC(=O)C1=CN(c2ccc(OCC)cc2)C=C(C(=O)OCC)C1c1ccc2c(c1)OCO2	-0.3	0.8
Cc1cc(Nc2ccc3c(c2)OCO3)nc(Nc2ccc(N3CCOCC3)cc2)n1	12.3	1.6
CCOc1cc(CNCc2c(C(=O)O)[nH]c3cc(OC)ccc23)cc(OCC)c1OCC	-0.8	-0.9
CC(=O)Nc1ccc(Nc2ccnc(N3CCc4ccccc4C3)n2)cc1	-2.2	-1.7
COc1cc(C)nc(NC(=O)Nc2sc(NS(=O)(=O)c3ccc(C)cc3)nc2C)n1	-1.9	3.7
O=C(CCC(=O)Nc1ccc(F)cc1)N/N=C/c1ccc(Br)cc1	1.5	-1.9
CCOC(=O)CCn1nc(-c2ccc(Cl)cc2)cc1N	2.4	3.2
O=C(Nc1c2c(nn1-c1cccc(Cl)c1)CSC2)c1ccc(F)cc1	-1.8	1.0
COc1cc(/C=C2/C(=N)N3OC(C)=CC3=NC2=O)ccc1OCCCOc1ccccc1C	2.8	-0.8
COC(=O)c1ccc(CSc2nnc3c4ccccc4n(C)c3n2)cc1	-8.7	-2.9
C/C=C(\C)C(=O)N1CCc2c(cnc(C)c2CNS(=O)(=O)Cc2ccccc2)C1	-3.9	-0.4
O=C1CSc2ccc(C(=O)NCCc3ccccc3Cl)cc2N1	0.6	4.1
COc1ccc(OC(C)C(=O)Nc2cc(C)ccc2C)cc1 (stereo not drawn)	-0.5	-1.8
C(=N\Nc1nnnn1-c1cccc2ccccc12)/c1ccc2c(c1)OCO2	0.0	3.7
Cc1[nH]c(=O)[nH]c(=O)c1S(=O)(=O)N1c2ccccc2CC1C (stereo not drawn)	1.8	1.6
O=C(c1ccco1)N(Cc1ccc(Cl)cc1)Cc1ccco1	-2.0	1.4
Cc1cc(C)nc(NS(=O)(=O)c2ccc(NC(=O)c3ccc(S(=O)(=O)N4CCCCC4)cc3)cc2)n1	0.0	2.5
CC[C@@H]([C@H](C)O)n1ncn(-c2ccc(N3CCN(c4ccc(OCC5CO[C@@](Cn6cncn6)(c6ccc(F)cc6F)C5)cc4)CC3)cc2)c1=O (stereo partly drawn)	-11.6	-5.5
COCCCNC(=O)c1csc2c1CCCC2	-6.3	-1.0
COCCCNC(=O)c1cc2c(=O)[nH]c3ccc(C)cc3c2s1	1.0	1.7
Oc1ccccc1-c1nc(-c2ccccc2)c(-c2ccc(F)cc2)[nH]1	7.2	-2.9
CC(=O)Cc1nsc(Nc2ccc(C)c(Cl)c2)n1	3.5	2.5
The results go on.
SMILES	GPR151 activators	GPR119 activation
O=[N+]([O-])c1cccc(C2=Nn3c(nnc3-c3cccnc3)SC2)c1	-6.7	-4.8
COc1ccc(-c2nc(Nc3ccccc3F)c3ccccc3n2)cc1OC	8.6	4.1
Fc1ccc(Nc2nc(-c3ccccc3Cl)nc3ccccc23)cc1	-0.1	-0.8
CS(=O)(=O)N(CC(=O)Nc1ccccc1Cl)c1cccc(Cl)c1Cl	5.1	1.8
CCC(=O)Nc1ccc(NC(=O)CSc2nc3c(c(=O)n(C)c(=O)n3C)n2C)cc1	7.9	-0.4
Cc1ccc(/C=C/C2=NC(=C\c3cccc(Cl)c3)/C(=O)O2)cc1	-6.7	-0.2
Clc1nc(NCc2ccccc2)c2ncn(-c3ccccc3)c2n1	-0.2	-3.8
CCCCCCSC1=C(C#N)C(c2ccc(O)cc2)CC(=O)N1 (stereo not drawn)	-2.1	-1.5
CC(C)CC(NC(=O)C(C)NC(=O)CNC(=O)C(NC=O)C(C)C)C(=O)NC(C)C(=O)NC(C(=O)NC(C(=O)NC(C(=O)NC(Cc1c[nH]c2ccccc12)C(=O)NC(CC(C)C)C(=O)NC(Cc1c[nH]c2ccccc12)C(=O)NC(CC(C)C)C(=O)NC(Cc1c[nH]c2ccccc12)C(=O)NC(CC(C)C)C(=O)NC(Cc1c[nH]c2ccccc12)C(=O)NCCO)C(C)C)C(C)C)C(C)C (stereo not drawn)	101.4*	39.2*
Cc1ccc(S(=O)(=O)N(C)Cc2nc(-c3ccc(Cl)cc3)no2)cc1	-4.3	2.4
CCCN1CC=C2C(C#N)=C(N)C(C#N)(C#N)C(c3ccc(-c4ccccc4)cc3)C2C1 (stereo not drawn)	-6.4	-0.8
O=C(COc1ccc(Cl)cc1)Nc1ccc(-c2cn3cccnc3n2)cc1	16.8	0.8
CC1CCN(Cc2nnnn2CC(=O)NCC2CCCO2)CC1 (stereo not drawn)	6.7	4.5
CN1CCN(C(=O)c2ccc(-c3nc4ccc(C(=O)NCCOc5ccccc5)cc4s3)cc2)CC1	-10.3	-1.4
CCSc1ncc(Cl)c(C(=O)N(C)Cc2ccccc2)n1	5.8	-2.1
Nc1ncc(Br)cc1S(=O)(=O)Nc1cc(F)ccc1F	6.5	-0.8
O=S(=O)(Nc1ccc(Cl)cn1)c1cccs1	-2.5	0.8
COc1ccc([N+](=O)[O-])cc1N=Cc1cc([N+](=O)[O-])ccc1O	3.7	-3.7
O=c1[nH]c(=O)n(-c2ccc(Cl)cc2)c(O)c1C=Nc1cccc(Cl)c1	3.1	2.4
CCOC(=O)C1=C(C)NC(C)=C(C(=O)OCC)C1c1ccc(OC)c(O)c1	-3.5	-0.8
Fc1cccc(-c2cc3nc4c(c(N5CCOCC5)n3n2)CCC4)c1	3.3	5.8
CC1CCCN(S(=O)(=O)c2cccc(-c3cn4cccnc4n3)c2)C1 (stereo not drawn)	0.6	-3.8
CC(C)(C)OC(=O)NNC(=O)/C=C/c1cc(Br)ccc1F	-3.7	-2.8
O=C(Cn1c(=O)sc2ccccc21)Nc1sc2c(c1C(=O)O)CCCC2	1.0	1.2
COc1cc(C2NC(=O)NC(C)=C2C(=O)OCC2CCCO2)cc(OC)c1OC (stereo not drawn)	6.6	0.6
Other compounds.
SMILES	GPR151 activators	GPR119 activation
CCNc1nc(OC(C(F)(F)F)C(F)(F)F)nc(N2CCCCC2)n1	2.9	3.4
Cc1ccccc1CN1CCC2(CCC(CNC(=O)CCn3cncn3)O2)CC1 (stereo not drawn)	3.4	3.4
CC1=C(C(=O)OCCOc2ccccc2)C(c2cccc3ccccc23)C2=C(CC(c3ccc(Cl)cc3)CC2=O)N1 (stereo not drawn)	1.5	2.1
O=C(COC(=O)CCS(=O)(=O)c1ccccc1Cl)NC(=O)NCc1ccco1	-2.2	0.4
O=C(CCCCn1c(=O)[nH]c2ccccc2c1=O)NCCCN1CCOCC1	2.0	1.4
O=C(O)CCC(NCC(O)Cn1c2ccccc2c2ccccc21)C(=O)O (stereo not drawn)	0.8	-2.7
Cc1ccc(C)c(NC(=O)c2ccc([N+](=O)[O-])s2)c1	0.8	-1.3
CCOC(=O)CN(C)Cc1c(C(=O)N2CCCN(C)CC2)nc2sccn12	-0.2	0.6
CC[C@@H]1NC(=O)[C@H]2CN(C(=O)c3cccc(OC)c3)CCN2C1=O	0.2	0.9
Cc1ccc(Nc2nnc(C)c(=O)[nH]2)cc1C	2.3	1.8
Cc1ccc(S(=O)(=O)NCC2CCC(C(=O)N3CCC(C(N)=O)CC3)CC2)cc1 (stereo not drawn)	1.3	-2.6
Fc1ccc(-c2nnn3c2nc(N2CCOCC2)c2ccccc23)cc1	5.2	-0.9
CCCCNC(=O)c1ccc(C)c(N2CCCC2=O)c1	-3.1	0.1
CCCc1[nH]n(-c2ccc(F)cc2)c(=O)c1C=Nc1ccc(OCC)cc1	-1.4	-0.2
O=C(Nc1ccccc1)c1cccc(S(=O)(=O)N2CCCc3ccccc32)c1	-4.3	-6.5
Cc1cc(C)cc(OCC(O)Cn2nc(C)cc2C)c1 (stereo not drawn)	-3.0	0.6
Cn1c(=O)c(=O)n(C)c2cc(S(=O)(=O)NC3CCCCCCC3)ccc21	-6.2	-1.1
Cc1cc2c(cc1C)C(c1cc([N+](=O)[O-])ccc1Cl)CC(=O)N2 (stereo not drawn)	6.5	0.4
Cc1[nH]c(=O)[nH]c(=O)c1S(=O)(=O)N1CCCC2CCCCC21 (stereo not drawn)	-1.0	-0.1
C=CCOC(=O)C1C(=O)CC(C)(O)C(C(=O)OCC=C)C1c1ccc(O)c(OC)c1 (stereo not drawn)	0.1	4.0
COc1cc2cc(C)c3nnc(SCC(=O)Nc4nc(C)cs4)n3c2cc1OC	-4.4	-1.7
COc1ccccc1/C=C1/C=C(c2ccc(C)cc2C)OC1=O	-0.8	-1.3
O=C(Cn1c(=O)n(Cc2ccco2)c(=O)c2ccccc21)NCC1CCCO1 (stereo not drawn)	4.0	3.8
CCOC(=O)c1c(NC(=O)NNC(=O)c2cc3sccc3[nH]2)sc2c1CCCC2	5.6	4.0
Cc1ccc(/C=N/NC(=O)c2ccc(O)cc2O)cc1	-0.1	-2.2
More structures.
SMILES	GPR151 activators	GPR119 activation
O=C(NCC1CCC2(CCN(C(=O)Cc3cccc(F)c3)CC2)O1)c1ccccc1F (stereo not drawn)	0.4	1.4
COc1ccc(N=C2SC(C(=O)Nc3ccc4c(c3)OCO4)CC(=O)N2C)cc1 (stereo not drawn)	7.1	-1.6
OC(COc1ccc(CNCCc2cscn2)cc1)CN1CCc2ccccc2C1 (stereo not drawn)	1.6	3.6
CC1=C(C(=O)OCCc2ccccc2)C(c2coc3ccc(C)cc3c2=O)C2=C(CCCC2=O)N1 (stereo not drawn)	-6.0	-0.2
c1ccc(N2CCOCC2)c(Nc2nc3ccccc3n3cnnc23)c1	1.8	0.3
O=c1ccc(=O)n(CN(c2ccccc2)c2ccccc2)[nH]1	4.2	4.7
O=c1/c(=C/c2ccccc2)sc2nc(-c3cccs3)nn12	6.6	3.5
COc1ccc(/C=N/NC(=O)CNc2cccc3ccccc23)cc1Cl	-3.2	-1.6
CCOC(=O)C1CCN(c2nc(-c3ccccc3F)nc3ccccc23)CC1	3.8	-2.7
COc1ccc(Cn2c(C(=O)O)c(CNC3CCCC3)c3ccccc32)cc1	3.0	-2.4
CCc1ccc(OC(=O)c2cccc(C(=O)OC)n2)cc1	1.6	-2.0
CCOc1ccc(C2c3cccn3CCN2C(=S)Nc2cccc(Br)c2)cc1 (stereo not drawn)	-0.3	0.2
CCc1ccccc1NC(=S)N(CCCN1CCCCC1)Cc1ccco1	0.1	2.5
COCCN1C(=O)c2[nH]nc(-c3ccccc3O)c2C1c1ccc(O)c(OC)c1 (stereo not drawn)	0.3	0.1
CC(=O)Nc1ccc(NC(=O)c2sc3nc(-c4cccc([N+](=O)[O-])c4)cn3c2C)cc1	1.4	-3.4
C=C(C)CC1NCCC=C1Br (stereo not drawn)	-6.4	-3.4
CC(=O)N1C(=O)C(=O)N(C(C)=O)C1=O	-3.0	3.0
CC1(C)CC2(CC(C)(C)N1)OC(=O)N1CCc3ccccc3C12C (stereo not drawn)	0.9	-1.6
O=C1CCCC2=C1C(c1ccc(OCc3ccccc3F)cc1)C1=C(CCCC1=O)O2	3.5	1.8
COc1ccc(N2C(=O)CC(Sc3nc4c(cc3C#N)CCCC4)C2=O)cc1 (stereo not drawn)	-1.5	0.2
CC(C)c1ccc(NC(=O)CSc2nc3[nH]ncc3c(=O)n2-c2ccccc2)cc1	4.9	8.0
COc1ccc(N2C(=S)SC3CS(=O)(=O)CC32C)cc1 (stereo not drawn)	0.7	1.2
Cn1c(=O)c2c(nc(N3CCCCCC3)n2CCc2ccccc2)n(C)c1=O	-1.6	-1.6
COc1ccc(Br)c(C(=O)Nc2cc(C(=O)NCc3cccc(Cl)c3)ccc2N2CC3CC(C2)c2cccc(=O)n2C3)c1 (stereo not drawn)	-1.4	-1.9
CCOC(=O)COc1ccc2c(=O)c(Oc3cccc(OC)c3)coc2c1	2.9	5.8
Continuation.
SMILES	GPR151 activators	GPR119 activation
Cc1ccc(NC(=O)CSc2nc3ncccc3[nH]2)cc1C	-10.8	-2.8
Fc1ccc(NC(=S)NC2CCCc3ccccc32)cc1Cl (stereo not drawn)	4.3	2.3
COc1ccc(-c2onc(C(F)(F)F)c2-c2ccc(Cl)cc2)c(O)c1	0.9	-4.4
COc1ccc(CC2(C)OC(c3ccc(C)c([N+](=O)[O-])c3)=NN2C(C)=O)cc1 (stereo not drawn)	-3.1	1.5
O=C(NCc1ccccc1Cl)c1cc2c(s1)CS(=O)C2 (stereo not drawn)	-1.6	-1.3
NC(=O)/C(=C\c1ccco1)NC(=O)c1ccccc1Br	1.6	5.3
Cc1ccc(C)c(N2CCN(C(=O)c3ccc(S(=O)(=O)c4ccc(Br)cc4)c([N+](=O)[O-])c3)CC2)c1	-1.5	4.4
COC(=O)c1ccc(C(=O)Nc2ccc(S(=O)(=O)Nc3cc(OC)nc(OC)n3)cc2)cc1	3.1	5.0
Cc1cc(C)nc(SCC(=O)N=C2NC(=O)CS2)n1	-2.7	-1.9
c1coc(CNc2nc3ccccc3c3nc(-c4ccncc4)nn23)c1	7.4	-1.1

Complete entries from above. Order of values: GPR151 activators, GPR119 activation
Cc1ccc(C)c(N2CCN(C(=O)c3ccc(S(=O)(=O)c4ccc(Br)cc4)c([N+](=O)[O-])c3)CC2)c1 reads -1.5, 4.4
COc1ccc(-c2onc(C(F)(F)F)c2-c2ccc(Cl)cc2)c(O)c1 reads 0.9, -4.4

The list is partial; rates above refer to the full screens.
